# SNCA expr inh = Primary qHTS assay for inhibitors of alpha-synuclein gene (SNCA) expression; HEK-293 SNCA-luciferase knock-in, luminescence, 24 h; Potency, µM (highest dose often 57.2 µM), for inactives: at the highest dose activity change, negative = inhibition, usual class: inhibitors; 140,000 tested, 0.17% active;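 further: potency means the concentration at half of the fitted maximal effect; plate controls were DMSO cells for no effect and cell-free wells for full effect; nearly all actives have a fitted effect of over 45% in size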
# IP6K1 inh = Primary qHTS assay for small molecule inhibitors of Inositol hexaphosphate kinase 1 (IP6K1); Inositol hexakisphosphate kinase 1 (Homo sapiens), Q92551; IP6K1 kinase, ADP-Glo luminescence, 2 h; hits give low values; activity change, % (series mostly up to about 58 µM); 140,000 tested, 0.81% active; AID 1645851, 2021; in the data active means activity change below about -25%
#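 ADP-Glo luminescence measures ADP made by human IP6K1 during a 2 h RT reaction with ATP/IP6 (mix at 1.3 mM/130 uM); top library doses 57.5 and 19.1 uM final.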
# Luciferase inh = Firefly luciferase inhibition profiling of diverse chemical library using quantitative high-throughput screening; Potency, µM (top dose mostly 115 µM), without a hit: at the top dose activity change, negative = inhibition, actives largely listed as inhibitors; AID 1347043, 2019; purified P. pyralis luciferase, luminescence, biochemical; 76,000 tested, 2.5% active; further: potency means the concentration at half of the fitted maximal effect; nearly all actives have a fitted effect of over 65% in size
# Target sequence (P08659 whole entry, looked up): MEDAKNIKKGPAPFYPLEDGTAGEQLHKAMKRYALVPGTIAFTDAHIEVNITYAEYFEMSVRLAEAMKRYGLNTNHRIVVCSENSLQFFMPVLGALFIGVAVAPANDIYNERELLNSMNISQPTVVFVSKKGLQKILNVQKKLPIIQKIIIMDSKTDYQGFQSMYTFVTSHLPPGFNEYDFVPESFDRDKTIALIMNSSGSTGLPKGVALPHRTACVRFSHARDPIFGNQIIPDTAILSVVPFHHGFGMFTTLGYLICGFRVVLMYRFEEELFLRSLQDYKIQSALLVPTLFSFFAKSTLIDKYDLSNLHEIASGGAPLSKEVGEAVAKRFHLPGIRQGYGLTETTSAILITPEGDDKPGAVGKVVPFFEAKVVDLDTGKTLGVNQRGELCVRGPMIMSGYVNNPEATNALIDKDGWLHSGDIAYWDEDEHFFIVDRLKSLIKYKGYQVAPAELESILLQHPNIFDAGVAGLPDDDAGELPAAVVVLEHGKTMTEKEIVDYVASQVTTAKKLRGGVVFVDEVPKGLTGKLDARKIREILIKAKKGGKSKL
#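 Luminescence read by CCD imaging after purified firefly luciferase (10nM final) was added to substrate buffer holding 10uM D-luciferin and 10uM ATP, pH 7.5, pre-dosed with compound.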
# SNCA viab count = GF-AFC viability counterscreen for inhibitors of alpha-synuclein gene (SNCA) expression | HEK-293-SNCA-luc viability, GF-AFC fluorescence, 24 h | Potency, µM (doses to about 57.1 µM), inactives show top-dose activity change, negative = cytotoxicity, most hits filed as cytotoxic | 150,000 tested, 0.12% active | AID 1671193, 2021;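 further: potency means the concentration at half of the fitted maximal effect; 0% = DMSO-treated cells and -100% = medium-only wells without cells; nearly all actives have a fitted effect of over 30% in size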
#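 Cytotoxicity counterscreen: after 24 h compound treatment of genome-edited SNCA-luciferase HEK-293 cells, live-cell protease substrate GF-AFC read by fluorescence after 30 min; activity scaled between DMSO (0%) and medium-only (-100%), curves Hill-fitted.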
# GPT2 inh = Primary qHTS assay for inhibitors of Glutamate pyruvate transaminase 2 (GPT2). Potency, µM (top dose mostly 57.7 µM), inactives show at the top dose activity change, negative = inhibition, usual class: inhibitors. 100,000 tested, 0.25% active. Recombinant GPT2, coupled pyruvate oxidase/HRP Amplex Red fluorescence. Alanine aminotransferase 2 (Homo sapiens), Q8TD30. AID 1671188, 2021; further: potency means the concentration at half of the fitted maximal effect; nearly all actives have a fitted effect of over 60% in size; many of its hits are not listed in these tables
# Target sequence (Q8TD30 whole entry, looked up): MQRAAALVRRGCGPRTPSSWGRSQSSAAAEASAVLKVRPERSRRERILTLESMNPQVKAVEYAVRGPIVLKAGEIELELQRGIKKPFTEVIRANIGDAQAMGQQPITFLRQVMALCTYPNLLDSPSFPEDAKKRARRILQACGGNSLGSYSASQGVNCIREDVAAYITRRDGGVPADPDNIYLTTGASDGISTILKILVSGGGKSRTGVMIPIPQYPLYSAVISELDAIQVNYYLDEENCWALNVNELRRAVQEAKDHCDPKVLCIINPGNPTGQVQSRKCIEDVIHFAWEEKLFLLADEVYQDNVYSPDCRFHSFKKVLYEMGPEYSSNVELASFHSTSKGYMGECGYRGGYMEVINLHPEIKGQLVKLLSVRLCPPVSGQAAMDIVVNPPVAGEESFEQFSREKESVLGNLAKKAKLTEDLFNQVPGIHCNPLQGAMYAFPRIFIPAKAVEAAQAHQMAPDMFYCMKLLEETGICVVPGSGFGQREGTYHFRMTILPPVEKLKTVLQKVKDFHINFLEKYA
#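 Inhibition is scored from Amplex Red fluorescence generated when pyruvate oxidase and HRP act on pyruvate released by GPT2. Reactions contain 10ng/uL enzyme, 250uM a-KG and 2mM L-alanine and run 30 min at room temperature.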
# HEK293 tox = Cytotoxic Profiling in HEK 293 Cell Line of Diverse Libraries Using Quantitative High-Throughput Screening; HEK 293 viability, ATP luminescence (CellTiter-Glo), 48-72 h; Potency, µM (titrated, usually from 115 µM), for the others: top-dose activity change, negative = cytotoxicity, usual class: inhibitors; 94,000 tested, 6.6% active; AID 1345083, 2018; further: potency means the concentration at half of the fitted maximal effect; nearly all actives have a fitted effect of over 60% in size
#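 Luminescence from cellular ATP, measured with CellTiter-Glo, indicates HEK 293 viability. Cells plated at 250 cells/well are treated with compound for 48 or 72 hr at 37 degree Celsius before reagent addition.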
# 3T3 cytotox = Cytotoxic Profiling in NIH 3T3 Cell Line of Diverse Libraries Using Quantitative High-Throughput Screening; NIH 3T3 viability, CellTiter-Glo ATP luminescence, 48-72 h; Potency, µM (series often up to 96.7 µM), for the others: top-dose activity change, negative = cytotoxicity, actives largely listed as inhibitors; 94,000 tested, 4.3% active; further: potency means the concentration at half of the fitted maximal effect; nearly all actives have a fitted effect of over 55% in size
#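 Viability of NIH 3T3 cells after 48 or 72 hr compound treatment at 37 °C was assessed by CellTiter-Glo, with luminescence imaged following a 10 min room-temperature step.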
# Numbers without * were called inactive; i = inactive; ? = inconclusive; nt = no result given; [ ] = another dose, or the depositor's remark. Unless noted, the call rests on the fitted dose curve; in most records, active means well fitted curve in the direction sought with a large enough effect; inconclusive means small, poorly fitted or top-dose-only effect, or another doubt; inactive means no such curve, though single readings can be large; an effect the other way counts as inactive or inconclusive. Unless noted, on the % scale 0 is the no-effect control and ±100 the full control effect. Only part of the results is shown; count on the stated rates, not on these rows.
SMILES,SNCA expr inh,IP6K1 inh,Luciferase inh,SNCA viab count,GPT2 inh,HEK293 tox,3T3 cytotox
COc1ccc(C(=O)N2C[C@@H]3C[C@H]2C(=O)Nc2ccccc2O3)cc1,16%[87.6 µM],12,0%[172 µM],-18%[87.6 µM],i,4%[172 µM],-10%[138 µM]
COc1ccc(C(=O)N2CCC3(C2)C(=O)N(C)c2ccccc23)cc1 (configuration not stated),8%[87.6 µM],-6,-7%[172 µM],-8%[87.6 µM],-1%[88.5 µM],-14%[172 µM],-27%[138 µM]
CCNC(=O)O[C@H]1C(=O)N(C)C2(CCN([S+](=O)([O-])c3cccs3)CC2)[C@@H]1C(=O)OCC,nt,3,nt,nt,nt,-15%,?
O=C1CCN(C(=O)c2cccs2)CCCC(c2nc(-c3ccccc3)no2)CCN1 (configuration not stated),-23%,8,-3%,5%,i,i,-10%
CCOc1ccc(NC(=O)c2oc3ccccc3c2NC(=O)Cc2ccc(OC)c(OC)c2)cc1,118%[activator],-12,nt,-14%,nt,nt,nt
COc1ccccc1NC(=O)CN1CCN(CC(=O)Nc2ccc(F)c(F)c2)CC1,13%,-21,nt,8%,nt,nt,nt
CCc1ccc(CNC(=O)CN2C(=O)NC3(CCCCC3)C2=O)cc1,-10%,11,8%,10%,-9%,-5%,-8%
Cn1cc(C=C2C(=O)Nc3cccnc32)c2ccccc21,77%[activator],nt,nt,-11%,-8%,nt,nt
Cc1ccsc1CN1CCOc2ccc(C(=O)NCc3ccccc3F)cc2C1,-14%,1,6%,?,i,?,?
CC(=O)CSc1nnc2cc(C)c3cc(C)cc(C)c3n12,-13%,-23,nt,0%,nt,nt,nt
COc1ccc(NC(=O)Cn2cc(S(=O)(=O)c3ccccc3)c(=O)c3cc(C)ccc32)cc1Cl,2%,-2,nt,-5%,nt,nt,nt
CCc1cccc(NC(=O)CN2Cc3ccccc3C2=O)c1,12%,9,nt,?,nt,nt,nt
CC(C)CNC(=O)C(NC(=O)c1ccccc1Cl)C1CCN(C(=O)c2cccc(F)c2)CC1 (configuration not stated),4%,4,-3%,3%,-27%,i,0%
Cc1noc(C)c1[S+](=O)([O-])N1CC2ON=C(C(=O)O)C2C1 (configuration not stated),0%[87.6 µM],3,nt,2%[87.6 µM],-4%[88.5 µM],-13%[172 µM],-7%[138 µM]
Fc1ccc2c(c1)nc1n2[C@@H](CN(Cc2ccccn2)Cc2ccccn2)COC1,19%[87.6 µM],17,4%[172 µM],-7%[87.6 µM],4%[88.5 µM],?,?
COc1cccc(CC(=O)N2CCC3(CC2)NC(=O)N(c2cccc(Cl)c2)N3)c1,-19%,-5,4%,1%,?,?,?
O=C(N1CCOCC1)N1CCN(c2ccc(Cl)nn2)C(=O)C1,-12%,4,nt,4%,i,-34%,-38%
COc1ccc(C(=O)N2CCCC3(CN[S+](=O)([O-])c4ccccc4N3)C2)cc1 (configuration not stated),-15%,32,-8%,-9%,-10%,-8%,-13%
COc1ccc(N2CCN(C(=O)c3cc4cc5ccc(Cl)cc5nc4o3)CC2)cc1,20%,-7,nt,-5%,nt,nt,nt
CCOCC(=O)N1CCC2(CC1)CC(N(Cc1ccc(F)cc1)C1CC1)CCO2 (configuration not stated),?,4,-2%,1%,0%,-20%,-7%
CC(C)(C)CC(=O)Nc1cnc(-c2ccc(Cl)cc2)nc1,?,-4,0.28µM*,-1%,-5%,45µM*,40µM*
CCn1cc(CN2CCCC(CNC(=O)c3cc(OC)cc(OC)c3)C2)c(C)n1 (configuration not stated),2%,27,-4%,5%,-2%,-4%,i
COc1ccc(NC(=O)N2CCC(Cc3noc(C4CC4)n3)C2)cc1 (configuration not stated),41%[activator],0,-17%,-2%,5%,-11%,-7%
c1coc(CN2CCc3c(sc4ncnc(N5CCOCC5)c34)C2)c1,10%,6,-3%,-13%,i,?,?
CCNC(=O)N1CCC(N2C(=O)C3(CCCC3)C2c2ccccc2)CC1 (configuration not stated),-2%,-17,-7%,-5%[12.5 µM],i,-8%,-23%
CC(C)n1cc2cc(C(=O)NC3CCCCCC3)sc2c1,64%[activator],2,-27%,4%,-22%,?,?
Cc1nc2ccc(S(=O)(=O)N(CC(=O)Nc3ccc(F)cc3)Cc3ccccc3)cc2s1,25%,-1,nt,5%,nt,nt,nt
CS(=O)(=O)N1CCC(OC2CCN(C(=O)NCc3ccc(F)cc3)CC2)CC1,-6%,14,2%,-6%,-4%,-13%,-8%
O=C(c1ccccc1F)N1CCC2(CC1)CN[S+](=O)([O-])c1ccccc1N2,8%,22,-1%,2%,i,5%,-1%
COc1cccc(CNC(=O)[C@@H]2C[C@@H](O)CN2C2CCN(C(=O)c3cccc(OC)c3)CC2)c1,24%,-5,-11%,-18%,-12%,1%,-12%

# The last 2 records of the section before come first, to join the parts:
SMILES,SNCA expr inh,IP6K1 inh,Luciferase inh,SNCA viab count,GPT2 inh,HEK293 tox,3T3 cytotox
O=C(c1ccccc1F)N1CCC2(CC1)CN[S+](=O)([O-])c1ccccc1N2,8%,22,-1%,2%,i,5%,-1%
COc1cccc(CNC(=O)[C@@H]2C[C@@H](O)CN2C2CCN(C(=O)c3cccc(OC)c3)CC2)c1,24%,-5,-11%,-18%,-12%,1%,-12%
COc1cccc(-c2cn3ncsc3n2)c1,-7%,-17,nt,11%,nt,nt,nt
COC(=O)CSc1nnc2n(-c3ccccc3)c(=O)c3c4c(sc3n12)COC(C(C)C)C4 (configuration not stated),7%,4,nt,21%,nt,nt,nt
COc1ccc(CN2C(=O)CO[C@H]3CN(Cc4c[nH]c5ccccc45)C[C@H]32)cc1,1%[87.6 µM],-7,-11%[172 µM],-4%[87.6 µM],3%[88.5 µM],?,?
O=C(NCc1cccnc1)C(=O)NCC(c1cccnc1)N1CCN(c2ccccc2F)CC1 (configuration not stated),0%,-5,nt,5%,nt,nt,nt
O=C(c1ccccn1)N1CCCC1c1nc(C2CCOCC2)no1 (configuration not stated),3%,0,10%,-8%,i,-9%,0%
CC1(COc2ccccc2)COc2ccc(C(=O)Nc3ccc4[nH]ccc4c3)cc2N1 (configuration not stated),-24%[87.6 µM],3,?,-22%[87.6 µM],3%[88.5 µM],45µM*,35µM*
O=C(c1cccc(Cl)c1)N1CCCC(c2nn(-c3ccccc3)c(=O)[nH]2)C1 (configuration not stated),6%,10,-1%,-6%,i,?,-26%
O=C(Nc1ccc(-c2nc3cc(Cl)ccc3o2)cc1)c1cc2ccccc2o1,72%[activator],26,nt,10%,nt,nt,nt
CC(C)Cc1cc(C(=O)N2CCOC(C(F)(F)F)C2)n[nH]1 (configuration not stated),37%[activator],-10,2%,5%,-8%,1%,1%
CCN1CCN(C(=O)c2coc(COc3ccc4c(c3)OCO4)n2)CC1(C)C,-12%,5,-4%,5%,-29%,i,i
COc1cccc(-c2nc(C3CC(=O)N(c4ccc(C)cc4)C3)no2)c1 (configuration not stated),13%,0,-10%,13%,-19%,-3%,-13%
CCc1ccc2oc(C(=O)N(Cc3cccc(Cl)c3)Cc3ccco3)c(C)c2c1,5%,0,nt,-1%,nt,nt,nt
COCc1nnc(C2CC3(CCN(C(=O)c4cccs4)CC3)CN2C)o1 (configuration not stated),7%,7,nt,1%,0%,4%,-12%
Cc1ccc(NC(=O)CSc2nc3nccnc3c(=O)n2CCc2c[nH]c3ccccc23)cc1,-9%,-2,nt,-5%,nt,nt,nt
COc1cccc(CNC(=O)c2cc3ccc4cccnc4c3[nH]2)c1,48%[activator],-6,nt,1%,nt,nt,nt
CN1c2cc(C(=O)Nc3cccc(F)c3)ccc2C(=O)N2CCCCC21 (configuration not stated),95%[activator],-6,25µM*,2%[12.5 µM],i,?,-22%
O=C(NC1CCN(c2nc3ncccc3o2)C1)C1CCCC1 (configuration not stated),-11%[87.6 µM],13,nt,8%[87.6 µM],4%[88.5 µM],i,2%[138 µM]
Cc1ccc(N2CC(c3noc(-c4ccccc4Cl)n3)CC2=O)cc1 (configuration not stated),2%,0,1%,0%,i,?,?
COc1cc(Nc2ccc3nnc(-c4ccc(C)cn4)n3n2)cc(OC)c1OC,37%[activator][87.6 µM],-14,1%[172 µM],-17%[87.6 µM],-9%[88.5 µM],-24%[172 µM],?
O=C(c1ccc2c(c1)OCO2)N1CCC2(C1)C(=O)Nc1ccccc12 (configuration not stated),?,-7,nt,-5%,i,i,?
CN(C(=O)c1ccccn1)C1CCc2ccccc21 (configuration not stated),6%[87.6 µM],-8,-8%[172 µM],-9%[87.6 µM],i,i,4%[138 µM]
COc1cccc(OC)c1C(=O)N1C(C(=O)NCc2cccc(F)c2)COC12CCCCC2 (configuration not stated),-2%,9,-4%,-4%,2%,-19%,-5%
O=C1CC(c2nnc(Cc3cccc(Cl)c3)o2)CN1c1ccccc1 (configuration not stated),-27%,-7,nt,-3%,nt,nt,nt
CC/C=C/CN1CCC2(Cc3ccccc3CNC2=O)C1 (configuration not stated),4%[87.6 µM],-14,nt,-4%[87.6 µM],-9%[88.5 µM],-17%[172 µM],-18%[138 µM]
CC(C)CC(=O)N[C@H](C)c1c(-c2ccc(F)cc2)noc1C(=O)O,-8%[87.6 µM],-1,-13%[172 µM],5%[87.6 µM],4%[88.5 µM],-6%[172 µM],-7%[138 µM]
O=C(Nc1ccc(F)cc1F)C1(CCO)CCN(c2ncccn2)C1 (configuration not stated),-2%,12,-3%,6%,-6%,?,-18%
O=C(NCc1ccc(F)cc1)N1CC(Oc2ccc(-c3nc(-c4ccccc4)no3)cc2)C1,79%[activator],8,2.2µM*,-4%,i,?,-19%
COc1cccc(C2C(C(=O)Nc3ccc(Cl)cc3)=C(C)Nc3nc4ccccc4n32)c1 (configuration not stated),-1%,-5,nt,3%,nt,nt,nt
CCc1nc2c(c(-c3ccc(O)cc3)n1)CCN(Cc1ccsc1)CC2,-3%,2,-2%,10%,i,-30%,-38%
CCN(CC)c1ccc(NC(=O)CSc2nc(-c3cccs3)cc(C(F)(F)F)n2)cc1,39%[activator],10,nt,-19%,nt,nt,nt
Cn1nccc1C(=O)N1CCC(c2noc(C3CC3)n2)C1 (configuration not stated),-23%,-8,4%,-2%,4%,-1%,-1%
CCc1cc(C(=O)NC(C)c2ccccc2)no1 (configuration not stated),4%,-13,nt,0%,nt,nt,nt

# Screens as filed in PubChem BioAssay.
